Source: PubChem (National Center for Advancing Translational Sciences (NCATS))
TSHR antagonist = human thyrotropin receptor antagonism; P16473; TSHR-expressing cells, TSH-stimulated cAMP HTRF, 2 h; active compounds read low; activity change, negative = inhibition, % at 11.5 µM; hit rate 0.2% among 330,000;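 active means activity change below a set negative limit, meaning inhibition stronger than a set level, cut at about -70% in these data; inconclusive means activity change between two set negative limits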; further: on the % scale 0 is the no-effect control and ±100 the full control effect
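TSHR-expressing cells were treated with compounds, then stimulated with TSH at EC80 (4nM final) for 2 hours at 37 deg C. Cellular cAMP was measured by HTRF competition between lysate cAMP and cAMP-d2 for a cryptate-labelled anti-cAMP antibody.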
TCR act = activators of T cell receptors. AID 504894. primary human leukocytes, anti-CD3, IL-2 HTRF, 48 h. Potency, µM (titrated, usually from 9.22 µM), without a hit: at the highest dose activation of IL-2 secretion, usual class: activators. 330,000 tested, under 10 active; further: % of control where 0% means no effect
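Activity was scored as IL-2 release from primary human leukocytes given only a TCR signal (a-CD3 beads) plus compound for 48 hr. Detection used a two-antibody HTRF format read at 665nm.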
a7 integrin act = activators of alpha7 integrin expression for muscular dystrophy; alpha7betagal myoblasts, beta-gal FDG fluorescence, 48 h; Potency, µM (highest dose often 38.3 µM), inactives show at the highest dose activation, usual class: activators; hit rate 0.064% among 350,000; AID 624291;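 further: potency means the concentration at half of the fitted maximal effect; 100% = response of the positive control SU9516; nearly all actives have a fitted effect of over 60% in size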
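Alpha7betagal+/- myoblasts (passage 13) were plated 16-24 hr, then exposed to compounds (1:260 dilution of DMSO stock) for 48 hours at 37C. After MPER lysis, β-galactosidase reporter activity was read as FDG fluorescence (ex 480/em 540) after 30 minutes.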
MBNL1-CUG inh = inhibitors of human MBNL1 binding to CUG repeat RNA; hit rate 0.036% among 280,000; TR-FRET MBNL1-His/biotin-(CUG)12 binding, 665/545 ratio; Q9NR56; Potency, µM (highest dose often 57.5 µM), without a hit: at the top dose activity change, negative = inhibition, hits mostly inhibitors; active means well fitted inhibition curve with a large enough effect in the signal ratio, with a control signal flat, not every such curve was filed as active; inconclusive means small, poorly fitted or top-dose-only effect, or effect the other way, or a change in a side signal; inactive means no such curve, though single readings can be large or run the other way; the % refers to the signal ratio; further: potency means the concentration at half of the fitted maximal effect; on the % scale 0 is the no-effect control and ±100 the full control effect
Target sequence (Q9NR56 whole entry, looked up): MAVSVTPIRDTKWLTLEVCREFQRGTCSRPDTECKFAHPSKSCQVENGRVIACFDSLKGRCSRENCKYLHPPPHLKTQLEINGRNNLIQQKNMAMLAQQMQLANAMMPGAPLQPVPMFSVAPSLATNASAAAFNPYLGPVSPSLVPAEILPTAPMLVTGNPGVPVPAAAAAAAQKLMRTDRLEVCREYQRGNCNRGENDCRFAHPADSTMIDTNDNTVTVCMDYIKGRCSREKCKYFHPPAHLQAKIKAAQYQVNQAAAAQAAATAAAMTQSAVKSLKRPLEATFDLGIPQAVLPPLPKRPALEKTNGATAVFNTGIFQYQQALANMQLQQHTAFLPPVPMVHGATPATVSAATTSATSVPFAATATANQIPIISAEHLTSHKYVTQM
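Compound titration spanned 92 nM–58 uM against the MBNL1-His/biotin-(CUG)12 complex. After 60 min at room temperature with 5 nM streptavidin-XL665 and 0.055 ng/ul terbium anti-His, ratiometric 665/545 nm emission (Ex 340 nm) normalized to controls.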
Mito fusion act = blocks mitochondrial division or promotes mitochondrial fusion; S. cerevisiae fusion-defective mutant growth rescue, CellTiterGlo 48 h; Potency, µM (top dose mostly 46.1 µM), for the others: at the highest dose growth rescue (activation), hits mostly activators; hit rate 0.23% among 320,000; AID 485298;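 further: potency means the concentration at half of the fitted maximal effect; % of control where 0% means no effect; nearly all actives have a fitted effect of over 45% in size; temperature-sensitive fusion mutants such as fzo1-1 at 37 °C on non-fermentable ethanol glycerol medium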
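Temperature-sensitive fusion-defective S. cerevisiae (e.g. fzo1-1, mgm1-5) were grown with compound in YPEG medium (3% ethanol, 3% glycerol) for 48 hours at 37C. Growth rescue was measured as viability by CellTiterGlo luminescence after 10 minutes at ambient.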
MLL CXXC-DNA inh = MLL CXXC-DNA interaction inhibition; Q03164; MLL-CXXC / FITC-HOXA9 DNA fluorescence polarization; Potency, µM (doses to about 115 µM), for the others: at the highest dose activity change, negative = inhibition, most hits filed as inhibitors; hit rate 0.037% among 290,000; AID 2662; active means well fitted inhibition curve with a large enough effect in the polarisation, with a control signal flat, not every such curve was filed as active; inconclusive means small, poorly fitted or top-dose-only effect, or effect the other way, or a change in a side signal; inactive means no such curve, though single readings can be large or run the other way; the % refers to the polarisation; further: potency means the concentration at half of the fitted maximal effect
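Fluorescence polarization: 7 uM MLL-CXXC (stock) preincubated 5 min with compounds, then 50 nM fluorescein-HOX-A9 DNA (stock) added; 30 min ambient. Buffer 50 mM Tris-HCl pH 7.5, 50 mM NaCl, 1 mM DTT, 0.05% BSA.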
AT treatment = potential ataxia-telangiectasia treatments restoring KAP-1 phosphorylation; hit rate 0.19% among 320,000; AID 485349; Potency, µM (top dose mostly 57.5 µM), inactives show top-dose activation, most hits filed as activators; […] A-T fibroblasts, KAP-1 phosphorylation AlphaLISA; neocarzinostatin DNA damage 30 min before lysis; further: potency means the concentration at half of the fitted maximal effect; % of control where 0% means no effect; nearly all actives have a fitted effect of over 45% in size
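ATM-like activity read as KAP-1 phosphorylation via AlphaLISA donor/acceptor antibody pairs after lysis and 6 hr at 25C. Cells were ATM-null patient fibroblasts ([…], hTERT), dosed 60 min, then exposed to the DSB inducer NCS for 30 min.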
TSG101-PTAP inh = blocks PTAP/TSG101 interaction to inhibit HIV-1 budding | 340,000 tested, under 10 active | Fluorescence polarization, FITC-PTAP peptide / Tsg101 binding | Potency, µM (doses to about 115 µM), inactives show at the top dose activity change, negative = inhibition, usual class: inhibitors; active means well fitted inhibition curve with a large enough effect in the main read-out, with a control signal flat, not every such curve was filed as active; inconclusive means small, poorly fitted or top-dose-only effect, or effect the other way, or a change in a side signal; inactive means no such curve, though single readings can be large or run the other way; further: potency means the concentration at half of the fitted maximal effect; % of control where 0% means no effect
Target sequence (Q99816 whole entry, looked up): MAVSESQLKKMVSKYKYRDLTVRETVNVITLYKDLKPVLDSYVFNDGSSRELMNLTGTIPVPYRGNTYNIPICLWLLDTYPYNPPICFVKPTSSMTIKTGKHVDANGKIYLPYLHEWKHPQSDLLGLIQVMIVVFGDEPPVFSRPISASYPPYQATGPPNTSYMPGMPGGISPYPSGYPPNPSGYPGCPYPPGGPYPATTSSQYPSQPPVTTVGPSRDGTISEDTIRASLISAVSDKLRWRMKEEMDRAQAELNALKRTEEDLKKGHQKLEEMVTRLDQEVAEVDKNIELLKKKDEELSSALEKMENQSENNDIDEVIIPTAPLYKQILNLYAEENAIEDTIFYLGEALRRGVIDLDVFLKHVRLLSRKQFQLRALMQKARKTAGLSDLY
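Steps: Tsg101 binding domain dispensed (10 uM final), compounds pinned in DMSO, FITC-labeled PTAP-motif peptide added (50 nM final); after 20 min binding at room temperature, polarization measured.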
Menin MLL FP TR = displaces Texas Red mutant MLL peptide from human menin | O00255 | Menin + Texas Red MLL mutant peptide, fluorescence polarization | Potency, µM (top dose mostly 61.6 µM), without a hit: top-dose FP activity change, negative = inhibition, usual class: inhibitors | hit rate 0.23% among 270,000 | AID 1768; active means well fitted inhibition curve with a large enough effect in the polarisation, with a control signal flat, not every such curve was filed as active; inconclusive means small, poorly fitted or top-dose-only effect, or effect the other way, or a change in a side signal; inactive means no such curve, though single readings can be large or run the other way; the % refers to the polarisation; further: potency means the concentration at half of the fitted maximal effect; % of control where 0% means no effect; many of its hits are not listed in these tables
S-ASM inh = human S-ASM enzyme inhibition | P17405 | placental ASM, HMU-PC fluorogenic substrate, 60 min | Potency, µM (series often up to 57.5 µM), for the others: at the highest dose activity change, negative = inhibition, hits mostly inhibitors | hit rate 0.006% among 340,000 | AID 504937; further: potency means the concentration at half of the fitted maximal effect
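Human placenta-derived ASM enzyme was preincubated with compound for 10 minutes at room temperature, then given fluorogenic substrate HMU-PC0 (9 uM final) for 60 minutes at 37 °C; a pH 10 stop preceded fluorescence reading at Ex 386/Em 447 nm.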
* hit, by the source's call; ? = inconclusive; / = no result given; [ ] = dose if it differs, or a comment. Unless noted, the call rests on the fitted dose curve; in most records, active means well fitted curve in the direction sought with a large enough effect; inconclusive means small, poorly fitted or top-dose-only effect, or another doubt; inactive means no such curve, though single readings can be large; an effect the other way counts as inactive or inconclusive. Only part of the results is shown (hit frequency here may not be typical).

SMILES	TSHR antagonist	TCR act	a7 integrin act	MBNL1-CUG inh	Mito fusion act	MLL CXXC-DNA inh	AT treatment	TSG101-PTAP inh	Menin MLL FP TR	S-ASM inh
O=C(NCCc1ccccc1)C1CC(=O)N(C2CCCC2)C1 (stereo not drawn)	-43	1%	-27%	-6%	-2%	61%[activator]	6%	-2%	3%	2%
CC[C@]12C(=O)N(C)C[C@H]([C@@H]3C(=O)N(C)C(=O)[C@@H]31)N2C(=O)c1ccc(Cl)c(Cl)c1	/	4%	-18%	/	/	/	/	-2%	/	6%
COc1ccc(OC)c(NC(=O)c2c3c(nc4ccccc24)CCC3)c1	-8	-5%	11%[7.66 µM]	0%	1%	-1%	-2%	-6%	/	-8%
O=C(N/C(=C\c1ccc([N+](=O)[O-])cc1)C(=O)N1CCCCC1)c1ccco1	-3	-4%	0%	?	6%	2%	-2%	-2%	-10%	-3%
CC(=O)c1cccc(NC(=O)NCc2ccccn2)c1	-5	/	7%[7.66 µM]	-5%	-7%	-6%	1%	-12%	16%	-2%
O=C(NCC1CCCO1)C1CCN(S(=O)(=O)c2cccnc2)CC1 (stereo not drawn)	14	2%	22%	1%	1%	10%	-2%	1%	4%	6%
COCCN1C(=O)N(c2cccc(OC)c2)C(=O)C1CC(=O)Nc1ccc(Cl)cc1 (stereo not drawn)	-7	/	7%	1%	2%	-2%	1%	0%	11%	-1%
COc1ccc2c(c1)[C@H]1[C@H](CO2)[C@H](c2ccccc2)[C@]2(C)C(=O)Nc3cc(OC)c(OC)cc3C(=O)N12	-2	4%	-14%	/	-30%[inhibitor]	/	3%	-1%	/	-4%
O=C(Nc1ccccc1)Oc1cccc(Br)c1	3	-3%	-26%	-4%	-1%	?	19%	-8%	/	-7%
N/C(=N\c1nc2c(c(=O)[nH]1)CCC2)Nc1ccccc1C(F)(F)F	-5	0%	2%	-3%	0%	19%	-2%	0%	4%	3%
COc1cc2c(cc1NC(=O)CSc1ccc(Cl)cc1)oc1ccccc12	0	5%[46.1 µM]	13%	-9%	0%	13%	-4%	-2%	?	-4%
Cc1noc(C)c1C(=O)NCC(=O)Nc1ccccc1Br	/	/	3%	/	/	/	13%	-7%	/	0%
Cn1c(CSc2ncccn2)nnc1SCC(=O)N1CCCc2ccccc21	-1	/	-15%[7.66 µM]	-1%	-4%	-4%	4%	-10%	-15%	0%
CSc1nc2sc3c(c2c(=O)n1C1CCCCC1)CCN(C)C3	-3	-2%	-14%	-7%	-12%	6%	-3%	-5%	0%	2%
Cc1oc2ccc(O)cc2c1C(=O)OC(C)C	-5	4%[46.1 µM]	2%	?	1%	-4%	/	-7%	13%	2%
Cc1c(NC(=O)c2ccc([N+](=O)[O-])o2)cccc1-c1nc2ncccc2o1	-3	0%	-66%[inhibitor]	?	4%	37%[activator]	1%	-1%	-18%	0%
CC1CCN(CCCNC(=O)Cn2ncc3c([nH]c4ccccc43)c2=O)CC1	49	4%	12%	-4%	10%	9%	2%	-7%	-8%	2%
O=c1ccc(Oc2nc(N3CCOCC3)nc(N3CCOCC3)n2)nn1-c1ccccc1	10	-2%	-2%	6%	-4%	-7%	4%	-5%	-3%	1%
Cc1ccc2nc(-c3ccc(NC(=O)CN4C(=O)c5ccccc5C4=O)cc3)sc2c1	-1	3%[46.1 µM]	19%	-6%	3%	4%	11%	1%	1%	56%[activator]
Cc1ccc(C(=O)N2CCCC(CCC(=O)N3CCN(c4ccccn4)CC3)C2)cn1 (stereo not drawn)	7	0%	-22%	-2%	0%	5%	-2%	/	5%	2%
O=C(CCc1ccc(O)cc1)c1c(O)cc(O)cc1O[C@@H]1O[C@H](CO)[C@@H](O)[C@H](O)[C@H]1O	7	-8%	/	-10%	2%	5%	-12%	-3%	-13%	-1%
CCOC(=O)c1c(C)[nH]c(C)c1C(=O)COC(=O)Cc1ccc(OC)c(OC)c1	-6	0%[46.1 µM]	9%	/	/	/	-2%	1%	/	0%
CSc1nc2sc3c(c2c(=O)n1CC(C)C)CC(C)(C)OC3	-7	-2%	-17%	-17%	-2%	-8%	11%	0%	/	4%
Cc1cc(CCNC=O)c(C)c2c1oc1ccccc12	/	2%	14%	/	/	/	/	-1%	/	-6%
CSc1cccc(CN2CCCC(CNC(=O)c3ccc(F)cc3)C2)c1 (stereo not drawn)	-8	2%	-43%	-13%	1%	2%	0%	0%	-14%	3%
(further entries)
SMILES	TSHR antagonist	TCR act	a7 integrin act	MBNL1-CUG inh	Mito fusion act	MLL CXXC-DNA inh	AT treatment	TSG101-PTAP inh	Menin MLL FP TR	S-ASM inh
CN(Cc1ccc(F)cc1)C(=O)C(c1ccccc1)c1ccccc1	12	5%	-2%	-1%	-12%	-6%	5%	-6%	0%	2%
CCOC(=O)C1=C(CN2CCN(C(=O)c3ccco3)CC2)NC(=O)NC1c1ccc(OC(C)C)cc1 (stereo not drawn)	10	7%	-7%	-1%	1%	20%	6%	-4%	/	2%
CCC(C(=O)NCc1ccccn1)n1c2ccccc2c2nc(=O)cc(C)n21 (stereo not drawn)	5	1%	-20%	-6%	4%	12%	23%	2%	/	4%
COc1cc2ccccc2cc1C(=O)NC(=S)Nc1cccc(C(=O)O)c1	-10	2%	9%	7%	0%	-22%	2%	0%	22%	-3%
Fc1cc(F)cc(NC(=S)N2CCN(c3ncccn3)CC2)c1	-10	6%	1%	-1%	-2%	7%	4%	0%	21%	-4%
CCCN1CCN(CCCNC(=O)CCNC(=O)Cn2ccc3ccccc3c2=O)CC1	10	/	8%	-4%	-3%	-1%	0%	-2%	0%	1%
CCOC(=O)[C@@H]1[C@H]2COc3cc(OC)ccc3[C@@H]2N2C(=O)N(c3ccccc3)C(=O)[C@]12C	7	0%	7%	/	/	/	-3%	-5%	/	-5%
COc1ccc(/C=N/NC(=O)c2cc(-c3cccnc3)nc3ccccc23)c(OC)c1	-14	7%	-14%	4%	-3%	4%	-1%	-1%	-1%	45%
CCOC(=O)C(=O)N1CCN(c2nc(-c3ccc(Cl)cc3)cs2)CC1	9	5%	8%	-1%	10%	-4%	6%	0%	24%	-8%
CC1(c2ccc3c(c2)OCO3)NC(=O)N(CC(=O)c2ccc[nH]2)C1=O (stereo not drawn)	0	-1%	12%	/	-7%	/	5%	-1%	/	/
O=C(CN1CCC(N2CCCCC2)CC1)N1CCCc2ccccc21	8	/	-26%	-3%	-1%	5%	3%	-4%	-26%	3%
CC(C)OC(=O)c1cccc(-c2ccc(C=O)o2)c1	1	0%[46.1 µM]	-6%	/	10%	-12%	-6%	0%	0%	-3%
COc1cccc(C(=O)NCCS(=O)(=O)NC2CCCC2)c1	16	3%	0%	/	1%	/	-4%	-3%	/	1%
Cc1cc(Cl)c(S(=O)(=O)N2CCSCC2)cc1OCC(N)=O	-1	-11%	6%	-5%	-8%	-2%	3%	0%	2%	0%
COc1ccc(Cc2nc3ccc(C(=O)NCC4COCCO4)cc3o2)cc1OC (stereo not drawn)	11	-2%	-27%	0%	-12%	-9%	-2%	-4%	4%	-2%
CCOC(=O)c1c(CSCc2ccccc2)oc2ccc(O)c(CN(C)C)c12	7	-4%	-58%[inhibitor]	-8%	-3%	5%	-6%	-3%	/	-1%
CC1(C)Cc2c(cnn2-c2ccccc2)C(NC(=O)CCCN2CCCCC2=O)C1 (stereo not drawn)	4	-5%	-12%	1%	-1%	-5%	-1%	-1%	/	4%
CCOn1c(=O)c[n+]([O-])c2ccccc21	4	-10%	-5%	?	-2%	?	-3%	-6%	-6%	18%
CCOC(=O)N1CCC(NC(=O)c2ccc3nc(N4CCOCC4)sc3c2)CC1	4	1%[46.1 µM]	19%	5%	-4%	-4%	-3%	0%	7%	5%
CCCn1c(-c2ccncc2)n[nH]c1=S	0	/	-9%	10%	2%	2%	1%[11.5 µM]	-2%	-5%	1%
CCCC(CCC)C(=O)Nc1ccc2c(c1)N(C(=O)CCN1CCN(C)CC1)c1ccccc1CC2	5	2%	-63%[inhibitor]	5%	2%	-1%	4%	-2%	-25%	10%
O=C(Nc1cc(C(F)(F)F)ccc1N1CCOCC1)c1ccc[n+]([O-])c1	-7	-6%	-7%	-2%	3%	3%	-2%	-1%	/	4%
C=CCc1cccc(Cl)c1OCCCNC1CCCC1	4	/	-83%[inhibitor]	-4%	-15%	-1%	0%	3%	22%	4%
CC(C)c1nnc(NC(=O)c2nc(S(=O)(=O)Cc3ccc(F)cc3)ncc2Cl)s1	-75*	0%	-75%[inhibitor]	14%	-33%	?	-3%	0%	/	7%
Cc1ccc(C(=O)OC2CCOC2=O)cc1NC(=O)c1ccco1 (stereo not drawn)	/	3%	10%	-4%	1%	-3%	/	-8%	11%	6%
